E-sel TNF inh – E-selectin induction blockers in HUVEC – imaging, immunofluorescence, high content, primary screen | AID 1246, 2008 | actives 0.71% (n = 120,000) | inhibition, % at 2 µM | HUVEC TNFa-induced E-selectin immunofluorescence;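 active = inhibition above the batch mean plus 3 SD, and confirmed as a hit on visual image review, cut at about 43% in these data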;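 also: 0% = TNF-stimulated DMSO wells and 100% = unstimulated control wells; not every result past the cut was called active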
An asterisk follows results filed as active.

compound	E-sel TNF inh
O=C(NCc1ccccc1)C(=O)NCC(c1ccco1)N1CCN(c2ccccc2F)CC1 (configuration not stated)	11
CCCS(=O)(=O)N1CCN=C1SCc1cccnc1	1
CN(C)c1nc(N(C)C)n(Cc2c(Cl)cccc2Cl)n1	17
Cc1cc(C(=O)Cn2nc(C(=O)O)c3ccccc3c2=O)c(C)n1-c1ccc(OC(F)F)cc1	-1
COc1cc(NC(=O)c2cccs2)c(OC)cc1NC(=O)CCC(=O)Nc1ccc2ncccc2c1	9
CCc1ccc(NC(=O)Cn2nc(C)c([N+](=O)[O-])c2C)cc1	24
CCN(CC(=O)Nc1ccc(C)c(F)c1)CC(=O)NC(C)C	-10
CCNC(=S)Nc1ccc(N2CCCCC2)cc1	-7
O=C(NCc1cccnc1)c1ccc(Cl)c(S(=O)(=O)N2CCCCCC2)c1	20
O=C1C2C3C=CC(CC3)C2C(=O)N1/N=C/c1ccco1 (configuration not stated)	-10
Cc1ccc(-c2nn(-c3ccccc3)cc2/C=C/C(=O)OCC(=O)NC2CC2)o1	16
CC(C)C(C(=O)O)N1CCS(=O)(=O)CC1 (configuration not stated)	80*
O=C(c1cnn(-c2ccc(Cl)cc2)c1)c1ccccc1O	14
Cc1ccc(NS(=O)(=O)c2cccc(C(=O)NCC3(N(C)C)CCCCC3)c2)cc1	-13
Cc1[nH]c2ccccc2c1SCC(=O)N1CCCCCC1	-14

As a short view, some entries already given:
compound	E-sel TNF inh
Cc1ccc(NS(=O)(=O)c2cccc(C(=O)NCC3(N(C)C)CCCCC3)c2)cc1	-13
Cc1[nH]c2ccccc2c1SCC(=O)N1CCCCCC1	-14

The list goes on.
compound	E-sel TNF inh
CC(/C=N/NC(=O)c1ccco1)=C\c1ccccc1	-14
COC(=O)c1cccc(Cn2cc([N+](=O)[O-])cn2)c1	25
C=CCNC(=S)/C(=C(/[O-])c1ccccc1Br)[n+]1ccccc1	-1
CCCNc1ncnc2onc(C)c12	-50
COc1ccc(/C=C/CN2CCN(Cc3cccc(OC)c3)C(CCO)C2)cc1 (configuration not stated)	29
c1ccc(Cc2noc(CN3CCN(C4CCc5ccccc5C4)CC3)n2)cc1 (configuration not stated)	2
CCc1nnc(SCC(=O)Nc2ccccc2Cl)nc1CC	-28
CC(C)OCCCNC(=O)C(NC(=O)c1ccc(Cl)cc1)C(C)C (configuration not stated)	0
COCCCN1CN=C(Nc2nc3ccccc3o2)NC1	-36
O=C(Nn1c(-c2ccncc2)nc2ccccc2c1=O)c1ccc(Br)cc1	-36
Cc1cccc2cc(CN(Cc3cccnc3)C(=S)NCCCN(C)C)c(=O)[nH]c12	5
CCOc1ccccc1C(=O)N1CCN(c2ccc(C(F)(F)F)cn2)CC1	3
CC(=O)Nc1ccc2c3c(cccc13)C(=O)N(c1ccccc1)C2=O	-18
O=C(CCC1CCCCC1)Nc1nccs1	-16
N#C/C(=C\c1ccc([N+](=O)[O-])cc1)c1ccccn1	-2
Oc1ccccc1N1CCN(C(=S)NCc2ccccc2)CC1	-44
COc1cc2[nH]c(=S)nc(NCCc3ccc(S(N)(=O)=O)cc3)c2cc1OC	-33
O=C(O)C1Cc2ccccc2CN1C(=O)COc1ccc(Cl)cc1 (configuration not stated)	-29
CC(=O)c1ccc(NC(=O)C(C)N(C)CC(=O)Nc2ccccc2Cl)cc1 (configuration not stated)	0
COc1ccc(NC(=O)c2ccccc2Sc2ccc(NC(C)=O)nc2)cc1	-3
Cc1cc(-c2nn(-c3ccccc3F)cc2CN2CCCC(C(N)=O)C2)c(C)s1 (configuration not stated)	0
O=C(COc1ccc(-c2ccccc2)cc1)N1CCCC1	-1
O=c1cc2c(nn1Cc1cccc([N+](=O)[O-])c1)-c1ccccc1CC2	20
COc1ccc(-c2nnn3c2nc(NCc2ccccc2)c2ccccc23)cc1	-2
O=C1C2CCCCC2C(=O)N1c1ccc(NC2CCN(Cc3ccccc3)CC2)c([N+](=O)[O-])c1 (configuration not stated)	-3
CC(=O)Nc1ccc(NC(=O)CCn2nnc3ccccc32)cc1	-5
CC1CCc2sc(NC(=O)C3CC(Cl)=CCC3C(=O)O)c(C#N)c2C1 (configuration not stated)	22
CCOC(=O)n1c(=O)n(C)c2ccc(Cl)cc21	-4
CSc1cccc(NC(=S)N2CCC(N(C)C3CCCCC3)CC2)c1	-15
Cc1c(Cl)c(C(F)(F)F)nn1CC(=O)NCc1ccco1	-7
CS(=O)(=O)c1ccc2nc(NC(=O)CN3C(=O)C4CC=CCC4C3=O)sc2c1 (configuration not stated)	-23
NC(=O)COc1ncnc2scc(-c3ccc(F)cc3)c12	-24
FC(F)(F)c1ccc2c(c1)[nH]c(=S)n2C1CC1	-19
Cc1c(C#N)c(N)nc(Cl)c1C#N	10
CC1CCN(c2ccc([N+](=O)[O-])cc2C(N)=O)CC1	-42
CC(C)CC(C)c1cc(N)nc2nc3ccccc3n12 (configuration not stated)	-5
COc1ccc(OC)c(NC(=O)CCNS(=O)(=O)c2ccc3c(c2)c(=O)n(C)c(=O)n3C)c1	-35
COc1cccc(OCC(O)CN2CCC(CN3C(=O)c4cccc5cccc(c45)C3=O)CC2)c1 (configuration not stated)	4
Cc1cc(NC(=O)c2ccc(S(=O)(=O)N3CCOCC3)cc2)no1	-10
O=C(Nc1ccc(Cl)cc1)N1CCc2ccccc2C1	0
O=C(OCc1ccc(Cl)cc1)c1cccnc1Cl	20
O=C(Nc1cccc(S(=O)(=O)N2CCOCC2)c1)C(c1ccccc1)N1CCCCC1 (configuration not stated)	28
Cc1c(C=O)c(=O)n(-c2ccccc2)n1C	-4
COc1ccc2[nH]c(C)c(CCNC(=S)Nc3ccc(F)cc3)c2c1	6
COc1ccccc1NC(=O)c1c(N=Cc2ccccc2O)cnn1C	-22
CC(=O)Nc1ccc(S(=O)(=O)N2CCN=C2SCc2cccnc2)cc1	12
Nc1nonc1C(=O)NCCNc1ncccc1[N+](=O)[O-]	-10
O=C(c1cc2ccccc2o1)N1CCN(S(=O)(=O)/C=C/c2ccccc2)CC1	4
CC(C)=CCN1CCN(Cc2cc(F)ccc2-n2nc(C)cc2C)CC1CCO (configuration not stated)	-30
Cc1cc(C)n2nc(SCC(=O)N(CC(C)C)c3c(N)n(CC(C)C)c(=O)[nH]c3=O)nc2n1	-32
COc1ccc(NC(=O)COC(=O)c2cccc(S(=O)(=O)N(C)C)c2)cc1	-25
OCCNCCCCSc1ccc(Cl)cc1	-27
CN1CCCN(S(=O)(=O)c2cccc(Cl)c2Cl)CC1	94*
Cc1c(C(=O)N2CCC(Cc3ccccc3)CC2)cccc1[N+](=O)[O-]	-27
CSc1nsc(/C=C/Nc2ccc(C(=O)O)cc2)c1C#N	-47
CN(C)NC(=O)C(NC(=O)c1ccc(N)cc1)C12CC3CC(CC(C3)C1)C2 (configuration not stated)	-11
O=C(CN1C(=O)CS/C1=C\c1nc(-c2ccc(Cl)cc2)cs1)Nc1cccnc1Cl	4
Cc1cc(C(=O)NCCc2ccccc2)c2cc(F)ccc2n1	-40
COc1ccc(C(=O)NCc2cccnc2)cc1S(=O)(=O)N1CCCc2ccccc21	-27
CN(CC(=O)Nc1ccc(F)cc1)c1ccc(S(=O)(=O)N2CCCC2)cn1	5

Next section:
compound	E-sel TNF inh
CCn1c(SCC(=O)NNC(=O)c2ccccc2)nnc1-c1ccco1	16
CNC(=O)NC(=O)C(C)Oc1ccccc1F (configuration not stated)	-23
O=C(COc1ccccc1)NCC(=O)NC1CCCCC1	-10
O=Cc1ccc(N2CCCC2)c([N+](=O)[O-])c1	14
C=CCn1c(SCc2cc(=O)n3ccsc3n2)nc2cc(Cl)ccc2c1=O	0
Cc1ccc(-c2nc(C)sc2CC(=O)Nc2nnc(C)s2)cc1	-33
NC(=O)c1ccc(NC(=O)COC(=O)c2ccccc2Nc2ccccc2)cc1	-15
CCCC(O)(c1ccc(OC)cc1)C(CN1CCOCC1)c1ccccc1 (configuration not stated)	-5
O=C(O)CCCNc1n[nH]c(=O)[nH]c1=O	-21
COc1ccc(NC(=O)COc2ccc(/C=N/O)cc2OC)cc1	-14
O=C(NC(=S)Nc1nc(-c2cccc([N+](=O)[O-])c2)cs1)c1ccccc1Cl	-15
CC1c2nc3ccccc3n2C(CC(=O)NC2CC2)C(=O)N1Cc1ccccc1 (configuration not stated)	-5
O=C(Cn1c(-c2ccccn2)nc2ccccc21)N/N=C/c1ccccn1	-22
Fc1ccccc1NC(=S)N(CCN1CCCCC1)Cc1ccco1	21
Cc1nnc(SCC(=O)NC(=O)NC(C)(C)C)s1	-6
COc1cc(C2=NC(CO)(CO)CO2)cc(OC)c1OC	-52
O=C(NCc1nc2ccccc2[nH]1)c1c(F)c(F)c(F)c(F)c1F	50
CCOC1=NN(c2ccccc2)C(=O)/C1=C\N(C)C	9
c1ccc2c(-c3cc(C4CCNCC4)[nH]n3)cccc2c1	-29
CC(=O)Nc1nonc1NC(=O)COc1ccccc1	0
Nc1ccc(Cl)c(S(=O)(=O)Nc2cccc(Cl)c2)c1	-87
CCOc1cccc2sc(N(CCCN(C)C)C(=O)Cc3ccccc3)nc12	-38
O=C(NCc1ccco1)/C(=C/c1ccco1)NC(=O)c1ccco1	7
Cc1ccc(S(=O)(=O)N2CCN(C(=O)CSc3nnnn3C)CC2)c(C)c1	2
CNC(=O)c1ccc(NC(=O)c2cccc(C(F)(F)F)c2)cc1	38
CC(C)C(=O)Nc1ncc(Cc2ccc(Cl)cc2)s1	-3
Cc1cccc(C(=O)N2CCc3ccccc3C2)c1[N+](=O)[O-]	-36
CN(C)S(=O)(=O)c1ccc(Cl)c(NC(=O)CN2CCCCCC2)c1	-13
COc1ccc(NC(=S)NCc2cccs2)cc1	-17
CC(C)n1cc([C@@H]2C[C@H]3CN(Cc4cccc(Cl)c4)C(=O)[C@]34CCCN24)cn1	-19

An excerpt of these results, with values ahead of the structure:
E-sel TNF inh,Compound
-38,CCOc1cccc2sc(N(CCCN(C)C)C(=O)Cc3ccccc3)nc12
7,O=C(NCc1ccco1)/C(=C/c1ccco1)NC(=O)c1ccco1
2,Cc1ccc(S(=O)(=O)N2CCN(C(=O)CSc3nnnn3C)CC2)c(C)c1
38,CNC(=O)c1ccc(NC(=O)c2cccc(C(F)(F)F)c2)cc1
-3,CC(C)C(=O)Nc1ncc(Cc2ccc(Cl)cc2)s1
-36,Cc1cccc(C(=O)N2CCc3ccccc3C2)c1[N+](=O)[O-]
-13,CN(C)S(=O)(=O)c1ccc(Cl)c(NC(=O)CN2CCCCCC2)c1

Going on with the list:
compound	E-sel TNF inh
CNC(=S)NCc1ccc2[nH]c(C)cc2c1	-13
CC(=O)Nc1ccc(N=C(C2=C(O)c3ccccc3C2=O)c2ccccc2)cc1	-6
NC(=O)CSc1ncc(-c2ccc([N+](=O)[O-])cc2)[nH]1	11
COc1cccc(/C=C2\SC(=S)N(c3cccnc3)C2=O)c1OC	-11
COCCNC(=O)COc1ncnc2scc(-c3ccc(F)cc3)c12	-6
O=C(/C=C/c1cccc(Br)c1)N1CCN(c2ccccn2)CC1	-29
Cc1ccc(Sc2c(CO)c(-c3ccccc3)nn2C)cc1	-33
COc1ccccc1NC(=O)Cn1c(=O)c(N(C)C)c(N)n(C)c1=O	19
O=C(CC1C(=O)CCCC1=O)c1ccccc1	-14
COc1cc(C(C(=O)NCc2ccccc2)N(Cc2ccco2)C(=O)c2cnccn2)cc(OC)c1OC (configuration not stated)	-41
CC(=O)c1ccc(-c2nnc(CCC(=O)N(C)Cc3cnc4ccccn34)o2)s1	4
O=S(=O)(NN=C1CCCCC1)c1ccccc1	29
O=C(NCCc1ccccc1)c1n[nH]c(=O)c2ccccc12	-16
CCCCN1C(=O)C2Cc3c([nH]c4ccccc34)CN2C1=S (configuration not stated)	13
CC1(C)Cc2cccc(Oc3ccc(S(=O)(=O)N4CCCCC4)cn3)c2O1	-16
Cc1nn(C)c(Nc2ccc(Br)cc2)c1Br	-56
CCCCCCOc1ccc(C(CC(=O)NC)C(=O)O)cc1 (configuration not stated)	-34
COCC(=O)Nc1ccc2c(c1)OCO2	-29
O=C(NC1=NCCS1)C1CC(=O)N(c2ccc(Cl)cc2)C1 (configuration not stated)	-9
CCCS(=O)(=O)N1CCN=C1SCc1cccc2ccccc12	6
CC(C)c1csc(CN2CCC(CO)(Cc3ccccc3)CC2)n1	6
Cc1cnnn1-c1ccc([N+](=O)[O-])cc1	-16
CN1CCN(S(=O)(=O)c2ccc(NC(=S)NC(=O)C(C)(C)C)cc2)CC1	14
O=C1OCC2=C1C(c1ccc(F)cc1)c1cc3c(cc1N2)OCCO3 (configuration not stated)	6
COc1ccc(/C=N/NC(=O)c2ccccc2OCc2ccccc2)c(OC)c1	-18
CC1(C)CN2C(=O)c3ccccc3C2(C)S1 (configuration not stated)	-3
O=C(COC(=O)c1cccc(S(=O)(=O)N2CCCC2)c1)Nc1ccccc1	-3
C=CCNc1nc(=S)[nH]c2cc(OC)c(OC)cc12	-46
CNC(=O)NC(=O)COC(=O)CCc1nc(=O)c2ccccc2n1C	-23
O=c1c2nnn(-c3ccc(Br)cc3)c2ncn1Cc1ccccn1	-17
Cc1cccc(OCC(=O)NCc2cc(C)nc3ccccc23)c1	8
CCOc1ccccc1NC(=O)COC(=O)CC(NC(N)=O)c1ccc(Cl)cc1 (configuration not stated)	12
COc1ccc(CN(Cc2ccc(C(=O)O)cc2)C(=S)Nc2ccc(C)cc2)cc1OC	-7
CCOc1ccccc1N1CC(C(=O)Nc2c(C)n(C)n(-c3ccccc3)c2=O)CC1=O (configuration not stated)	-16

Screens from PubChem.

This is a subset; the hit share may differ from the screen's.
